Screening data deposited in PubChem BioAssay by Sanford-Burnham Center for Chemical Genomics.
NLRP3 yeast inh: inhibitors of NALP3 inflammasome in yeast. Yeast reconstituted NLRP3/ASC/caspase-1, beta-gal luminescence, 24 h. inhibition, % at 10 µM. actives 0.39% (n = 330,000). AID 2825;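 active = inhibition of 50% or more; inactive = inhibition below 50%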;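 also: plate controls were induced DMSO wells for no effect and uninduced yeast grown without galactose for full effect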
APJ ag: activates the human apelin receptor APJ; P35414; CHO-K1 APJ PathHunter beta-arrestin, luminescence; 0% DMSO wells, 100% apelin; activation, % at 20 µM; actives 0.11% (n = 330,000);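 active = activation more than six SD over the plate average, tested at 20 µM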;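 also: 0% = DMSO alone and 100% = apelin-13 at 10 nM; some results filed as inactive read as strong as hits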
Target sequence (P35414 whole entry, looked up): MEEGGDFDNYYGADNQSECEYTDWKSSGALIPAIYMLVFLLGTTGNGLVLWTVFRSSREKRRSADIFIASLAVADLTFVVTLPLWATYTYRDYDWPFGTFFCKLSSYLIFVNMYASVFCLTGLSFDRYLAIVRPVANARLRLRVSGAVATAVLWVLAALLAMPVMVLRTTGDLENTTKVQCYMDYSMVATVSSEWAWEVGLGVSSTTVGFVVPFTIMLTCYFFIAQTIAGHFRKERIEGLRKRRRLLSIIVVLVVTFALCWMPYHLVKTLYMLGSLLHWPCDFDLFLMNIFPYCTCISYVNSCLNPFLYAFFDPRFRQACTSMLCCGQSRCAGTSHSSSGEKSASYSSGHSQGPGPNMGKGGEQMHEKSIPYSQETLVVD
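Test system – PathHunter CHO-K1 APJ (AGTRL-1) beta-arrestin reporter cells · Input – 1000 cells/well · Compound – single test compound dose, 20 µM final, 1% DMSO · Times – compound stimulation 90 min at 25 °C, detection 60 min · Technique – beta-gal luminescence · Read-out basis – APJ–arrestin association signal · Control set – negative DMSO alone, positive Apelin-13 at 10 nM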
tim10-1 inh: growth inhibitors of tim10-1 mutant yeast; S. cerevisiae tim10-1 ts strain growth, BacTiter-Glo, 24 h; actives 2.2% (n = 330,000); inhibition, % at 20 µM;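 active = inhibition of at least 40%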;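 also: mutant grown at 25 °C; 0% = DMSO wells with yeast and 100% = wells holding no yeast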
Mdm2-MdmX inh: disrupts the human Mdm2-MdmX interaction; O15151+Q00987; SaOS-2 split-luciferase Mdm2/MdmX complementation, luminescence; inhibition, % at 8 µM; actives 3% (n = 330,000); AID 485346;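 active = inhibition of at least 50% at 8 µM in the primary screen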
TIM10 inh: growth inhibitors of TIM10 yeast strain | S. cerevisiae TIM10 strain growth, BacTiter-Glo luminescence, 24 h | inhibition, % at 10 µM | actives 1.4% (n = 330,000) | AID 463195;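 active = inhibition of 40% or more at the single tested concentration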;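 also: wild-type TIM10 isogenic control strain grown at permissive 25 °C; 0% = DMSO yeast wells and 100% = minimal medium wells without yeast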
XBP1 UPR activ: adaptive UPR (XBP1) activation; AID 463104; activation, % at 20 µM; CHO-XBP1 luciferase reporter, IRE1-XBP1 UPR activation, luminescence; percent of tunicamycin response, DMSO as zero; actives 0.33% (n = 330,000);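 active = versus positive control, 20 µM dose yields 30% or more activation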;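 also: 100% = tunicamycin at 10 µg/mL and 0% = DMSO only wells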
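assay system = CHO-XBP1 luciferase reporter cells | amount = 1000 cells/well | buffer or medium = F12 plus 10% FBS | compound dosing = single point, 20 µM final compound, 1% DMSO | incubation = 16-18 h cell attachment at 37 °C, then 6 h compound exposure | detection = Steady-Glo luminescence read | controls = tunicamycin 10 µg/mL and vehicle-only wells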
tim23-1 inh: inhibits growth of tim23-1 mutant yeast | S. cerevisiae tim23-1 growth, BacTiter-Glo luminescence, 24 h | inhibition, % at 20 µM | actives 1.3% (n = 330,000) | AID 463212;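 active = growth inhibition of the mutant yeast at or above 50%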;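 also: temperature-sensitive mutant grown at 25 °C; plate controls were DMSO-treated mutant yeast for no effect and medium wells lacking yeast for full effect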
GRIN3A LBD mod: NR3A (human) ligand-binding domain modulation | NR3A LBD differential scanning fluorimetry, Tm shift; 0% = protein alone, 100% = glycine-bound protein | Tm shift relative to glycine control, % at 25 µM | actives 2.5% (n = 340,000);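 active = melting temperature shift of at least 10% of the positive control shift, at one fixed dose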
UPR CHOP act: apoptotic UPR (CHOP) activation; CHO-CHOP luciferase reporter, luminescence; percent of tunicamycin response over DMSO baseline; activation, % at 10 µM; actives 0.34% (n = 330,000);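 active = at 10 µM dose, activation of 40% or more, normalized to positive control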;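 also: 100% = tunicamycin at 10 µg/mL and 0% = DMSO alone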
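Evaluation: % reporter activation, DMSO baseline versus tunicamycin full activation; System: CHO-CHOP luciferase reporter cell line; Input: 500 cells/well; Incubation: 6 h compound treatment, 37 °C; Measured by: Steady-Glo luciferase luminescence; Dosing: one dose, 10 µM in 0.5% DMSO; Buffer or medium: F12 medium, 10% FBS; Benchmarks: positive tunicamycin 10 µg/mL, negative DMSO alone.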
Numbers without * were called inactive.

Sequence of screens – NLRP3 yeast inh	APJ ag	tim10-1 inh	Mdm2-MdmX inh	TIM10 inh	XBP1 UPR activ	tim23-1 inh	GRIN3A LBD mod	UPR CHOP act
O=C1Nc2ccccc2N(O)N1c1cc(-c2ccccc2)[nH]n1
  6	-1	0	-21	-5	1	-1	1	1.4
CC1=C(C)CC(C(=O)NNC(=O)c2ccccc2O)C(C(=O)O)C1 (stereo unspecified)
  10	1	12	61*	8	1	21	0	0.7
CC(C)CN(C(=O)COC(=O)c1ccc(C#N)cc1)C1CCS(=O)(=O)C1 (stereo unspecified)
  5	-1	-23	15	2	0	-9	0	-1.1
C/C=C/c1cc(CN2CCN(c3ccc(OC)cc3)CC2)c(O)c(OC)c1
  15	-2	7	17	6	0	18	-2	0.5
C=CCN(CC=C)C(=S)NC(=O)c1ccc([N+](=O)[O-])cc1
  10	-3	22	1	25	1	38	-2	-1.4
O=C(/C=C/c1cccs1)NC1CCS(=O)(=O)C1 (stereo unspecified)
  0	-4	-6	12	3	-3	3	-5	0.3
CCc1cc2c(=O)n(-c3ccccc3)c(SCC(N)=O)nc2s1
  12	-1	7	7	0	-1	6	-2	0.9
COc1ccccc1CNC(=O)c1ccc(C)s1
  13	1	0	-49	1	0	10	-1	2.4
CC1CN(S(=O)(=O)Cc2ccccc2)CC(C)O1 (stereo unspecified)
  4	-1	11	4	-2	-1	10	-2	-2.3
COC(=O)C1C(O)=C(C(C)=Nc2cccc3ccccc23)C(=O)CC1(C)C (stereo unspecified)
  29	-1	20	29	20	-2	29	-3	-0.7

Entries of single compounds, looked up by structure. Screens in order: NLRP3 yeast inh	APJ ag	tim10-1 inh	Mdm2-MdmX inh	TIM10 inh	XBP1 UPR activ	tim23-1 inh	GRIN3A LBD mod	UPR CHOP act
Shown for O=C(/C=C/c1cccs1)NC1CCS(=O)(=O)C1 (stereo unspecified) : 0	-4	-6	12	3	-3	3	-5	0.3
Shown for CCc1cc2c(=O)n(-c3ccccc3)c(SCC(N)=O)nc2s1 : 12	-1	7	7	0	-1	6	-2	0.9

The list continues:
Sequence of screens – NLRP3 yeast inh	APJ ag	tim10-1 inh	Mdm2-MdmX inh	TIM10 inh	XBP1 UPR activ	tim23-1 inh	GRIN3A LBD mod	UPR CHOP act
COc1ccc(C(C(=O)NCC2CCCO2)N(Cc2ccc(F)cc2)C(=O)CNC(=O)c2ccco2)cc1OC (stereo unspecified)
  17	1	10	5	0	1	2	-2	1.6
O=S(=O)(c1ccc(F)cc1)n1ccc(-c2cccc(OCc3ccc(Cl)cc3Cl)c2)n1
  4	-8	9	25	-6	-1	19	-1	-1.6
NC(=O)c1ccccc1OCC(=O)N1CCc2ccccc2C1
  12	0	-3	-33	-6	5	-10	-2	4.5
O=C(c1cc(-c2ccccc2)nc2ccccc12)N1CCCc2ccccc21
  -1	-1	35	10	20	0	24	-3	2.7
COC(=O)c1cc2c(s1)-c1cc(F)ccc1OC2
  3	-4	-7	11	4	3	-2	2	1.0
CCCCn1c(=NC(C)=O)c(C#N)cc2c(=O)n3cccc(C)c3nc21
  -22	-1	3	14	-7	-2	-8	2	4.1
Cc1cc(C)cc(N(C(=O)Cn2nnc(-c3ccccc3)n2)C(C(=O)NC2CCCCC2)c2ccccn2)c1 (stereo unspecified)
  9	-4	7	1	-20	-1	-5	2	-1.3
O=C1c2cccc3cccc(c23)C(=O)N1CC1CCN(S(=O)(=O)c2ccc(F)cc2)CC1
  2	0	23	6	21	3	14	-1	1.3
CCOC(=O)c1c(S(=O)(=O)N2CCN(C3CCCCC3)CC2)c(C)n(C)c1C
  0	3	-1	-9	-1	2	1	2	-0.8
O=C(CSc1nnc2sc3ccccc3n12)N1CCN(c2ccccc2)CC1
  7	2	20	14	13	1	18	-2	0.3

Carrying on.
Sequence of screens – NLRP3 yeast inh	APJ ag	tim10-1 inh	Mdm2-MdmX inh	TIM10 inh	XBP1 UPR activ	tim23-1 inh	GRIN3A LBD mod	UPR CHOP act
O=C(O)C1CCN(S(=O)(=O)Cc2ccccc2)CC1
  4	-6	-10	-16	19	-3	17	0	0.8
CCC(=O)c1ccc(OCC(=O)N2CCN(S(=O)(=O)c3ccc(Cl)s3)CC2)cc1
  1	-2	17	6	10	-1	27	0	0.0
CCC(=O)N1CCN(c2ccccc2NC(=O)c2cccs2)CC1
  -5	-10	-6	6	-13	-6	-6	-1	-2.5
CCCC1CCC(C(=O)Nn2c(C)nc3ccccc3c2=O)CC1 (stereo unspecified)
  14	-5	47*	17	9	0	29	-1	0.7
c1cncc(CNc2c3c(nc4nnnn24)CCCC3)c1
  11	1	3	10	3	-1	7	1	0.5
O=C(NCCN1CCCCC1)Nc1ccc([N+](=O)[O-])cc1
  19	-4	6	0	-2	-1	4	3	-0.6
Oc1cccc(/C=C/c2ccc3cccc(O)c3n2)c1
  21	0	24	-91	35	7	47	20*	1.0
CC(=O)Nc1ccc(S(=O)(=O)Nc2nccc(/C=C/c3ccccc3F)n2)cc1
  -13	-3	12	-7	1	-2	-3	-1	0.9
O=C(O)CC(CC(=O)O)c1ccsc1
  -4	-1	-6	-19	-8	2	-3	-1	1.3
Cc1noc(C)c1C(=O)Nc1ccc(S(=O)(=O)N2CCC(C)CC2)cc1
  -2	0	10	-1	9	7	16	2	-3.2

More entries follow.
Sequence of screens – NLRP3 yeast inh	APJ ag	tim10-1 inh	Mdm2-MdmX inh	TIM10 inh	XBP1 UPR activ	tim23-1 inh	GRIN3A LBD mod	UPR CHOP act
CC1CCN(CC(=O)n2c3c(c4ccccc42)CCCC3)CC1
  30	0	0	10	-19	0	6	0	-0.1
CC1=NN(C(=O)c2ccccc2C)C(O)(c2ccc(Cl)cc2)C1 (stereo unspecified)
  21	-2	11	1	1	2	23	1	-1.3
CC(=O)c1ccc(OCCNS(=O)(=O)c2ccc(-n3cnnn3)c(C)c2)cc1
  1	1	-10	28	-2	-6	-4	1	-0.5
CC(C)OC(=O)CC1C(=O)NCCN1C(=S)NC(=O)c1ccc(F)cc1 (stereo unspecified)
  10	-5	9	3	-11	0	3	0	-2.7
Cn1c(=NC(=O)CSCC(=O)N2CCCCC2)sc2ccccc21
  16	0	22	7	13	0	31	0	-1.0
Cc1ccc(NC(=S)N2CCN(Cc3ccc4c(c3)OCO4)CC2)c(C)c1
  18	0	24	10	19	-2	27	5	0.2
COc1cc(C(=S)N2CCCC2)cc(OC)c1OC
  9	-2	4	13	6	1	10	1	1.3
Cc1ccc(NC(=O)CCC(=O)NCCO)cc1
  -3	-3	6	10	-8	-3	-10	-2	-1.1
Cc1ncc(CO)c(/C=N/NC(=O)c2ccccc2Br)c1O
  -33	1	8	5	-28	-4	-7	-2	-2.4
CCOC(=O)c1c(-c2ccccc2)csc1NC(=O)CSc1ccccc1
  1	-3	10	5	1	-2	-5	1	-1.1

(list continues)
Sequence of screens – NLRP3 yeast inh	APJ ag	tim10-1 inh	Mdm2-MdmX inh	TIM10 inh	XBP1 UPR activ	tim23-1 inh	GRIN3A LBD mod	UPR CHOP act
CCN(CC)Cc1ccc(OC)c(Cl)c1
  -1	1	-13	-20	4	2	-17	14*	0.7
COc1ccc(C(=O)Nc2ccccc2C(=O)N/N=C/c2cccc3ccccc23)cc1
  15	-2	60*	-8	56*	-1	47	14*	2.4
CC1(C)NC(=O)N(CC(=O)N2CCN(S(=O)(=O)c3cc(Cl)ccc3Cl)CC2)C1=O
  9	-2	-9	-10	-2	1	-15	-1	-0.9
COc1cc2sc(C)nc2c2ccccc12
  27	1	28	-8	4	3	13	-1	1.7
Cc1ccc(C2NC(c3ccc(C)cc3)C([N+](=O)[O-])C(C)(C)C2[N+](=O)[O-])cc1 (stereo unspecified)
  -1	-4	30	16	15	1	3	0	-1.8
Cc1cc(OCCN2CCCCCC2)ccc1[N+](=O)[O-]
  12	-4	14	15	-7	-3	2	3	0.3
O=C(COC(=O)CCNS(=O)(=O)c1ccc(Cl)cc1)NCc1ccco1
  6	1	14	-32	4	-3	3	3	2.5
COC(=O)c1ccc(NC(=O)CSc2nc(=O)cc(N)n2-c2ccccc2)cc1
  23	2	15	-41	11	0	6	-1	0.9
CCc1noc(C)c1C(=O)OCC(=O)Nc1cccc(C)c1
  25	0	8	8	7	-3	2	2	-0.8
O=C(Nc1ccc2c(c1)CCC2)c1cccs1
  40	3	34	-173	45*	4	53*	-14	3.0

(further entries)
Sequence of screens – NLRP3 yeast inh	APJ ag	tim10-1 inh	Mdm2-MdmX inh	TIM10 inh	XBP1 UPR activ	tim23-1 inh	GRIN3A LBD mod	UPR CHOP act
O=C(COC(=O)c1ccc(Cl)nc1)NCCc1ccc(F)cc1
  5	-3	12	12	7	1	13	-2	-1.8
Cc1cc(C)c(C)c(S(=O)(=O)N2CCN(c3ccccn3)CC2)c1C
  15	-2	18	0	21	1	40	0	2.1
CCN(CC)S(=O)(=O)c1ccc2oc(SCC3CN=C(c4ccc(OC)cc4)S3)nc2c1 (stereo unspecified)
  5	-5	30	24	13	-1	1	1	2.2
CC(=O)Nc1ccc(N/C=C/C(=O)c2ccc(Br)cc2)cc1
  20	3	-11	0	2	-1	3	5	1.1
CCOC(=O)N1CCN(S(=O)(=O)c2ccc(C(=O)Nc3sc4c(c3C(N)=O)CC(C)(C)NC4(C)C)cc2)CC1
  14	-3	0	31	-2	-2	-11	1	3.9
CCn1cnc2sc(C(=O)O)c(C)c2c1=O
  -1	10	-3	0	12	-2	-2	-3	-1.8
CC(NC(=O)CN1CCN(Cc2ccc(Cl)cc2)C1=O)c1ccc2c(c1)OCCO2 (stereo unspecified)
  8	-2	6	-27	-5	1	-7	3	0.4
Cc1ccccc1S(=O)(=O)N(CC(O)CN1CCCCC1)c1ccccc1 (stereo unspecified)
  6	-5	-14	29	3	-2	-3	0	0.4

Compounds as they come; any-hit rate near 8.2%.
